Bioassay records deposited in PubChem BioAssay by National Center for Advancing Translational Sciences (NCATS).
N370S GC = inhibitors or activators of N370S glucocerebrosidase for Gaucher disease | P04062 | N370S GC spleen homogenate, 4MU-glucoside fluorescence | Potency, µM (highest dose often 59.4 µM), for the others: at the highest dose activity change, negative = inhibition, hits mostly inhibitors | hit rate 0.092% among 330,000 | AID 2101;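 note: 0% = full enzyme activity and -100% = no enzyme basal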
DT40 TDP1 CPT = DT40-hTDP1 cell growth loss with CPT | hit rate 12% among 420,000 | Potency, µM (titrated, usually from 46.2 µM), for the others: top-dose activity change, negative = growth inhibition, actives largely listed as inhibitors | chicken DT40 Tdp1-/-;hTDP1 cells + 20 nM CPT, ATP luminescence, 48 h; note: nearly all actives have a fitted effect of over 55% in size
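Cell growth measured by CellTiter-Glo luminescence after a minimum 48 h, 37 C compound exposure with 20 nM CPT in Tdp1-knockout DT40 cells stably expressing hTDP1, seeded 400/well; qHTS titration format.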
FEN1 inh = inhibitors of human flap endonuclease 1. Recombinant FEN1 flap cleavage, fluorescence, 15 min. hit rate 0.35% among 390,000. Potency, µM (top dose mostly 114 µM), without a hit: top-dose activity change, negative = inhibition, usual class: inhibitors; note: nearly all actives have a fitted effect of over 65% in size
Target sequence (P39748 whole entry, looked up): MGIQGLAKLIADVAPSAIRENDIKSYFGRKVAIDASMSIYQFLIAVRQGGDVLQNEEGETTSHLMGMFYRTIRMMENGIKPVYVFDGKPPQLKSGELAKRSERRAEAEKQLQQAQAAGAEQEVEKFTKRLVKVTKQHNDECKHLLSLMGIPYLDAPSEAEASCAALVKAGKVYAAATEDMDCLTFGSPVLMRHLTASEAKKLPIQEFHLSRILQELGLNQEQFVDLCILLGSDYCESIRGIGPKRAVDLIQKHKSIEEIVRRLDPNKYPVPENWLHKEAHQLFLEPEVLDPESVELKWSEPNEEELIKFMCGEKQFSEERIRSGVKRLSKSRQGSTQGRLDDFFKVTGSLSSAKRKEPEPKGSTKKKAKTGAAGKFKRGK
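Concentration–response screening of FEN1 (10 nM): 15 min compound preincubation at room temperature, reaction started with 50 nM substrate and read at 0 and 15 min. Corrected, normalized data were fitted by a four-parameter Hill equation.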
An asterisk follows results filed as active; ? = inconclusive; . = no result given; & = joins results of further samples; [ ] = dose if it differs, or a comment. Calls come from the whole dose curve; as a rule, active = well fitted curve in the direction sought with a large enough effect; inconclusive = small, poorly fitted or top-dose-only effect, or another doubt; inactive = no such curve, though single readings can be large; an effect the other way counts as inactive or inconclusive. Unless noted, % is set by controls: 0 for no effect and ±100 for the full control effect; potency is the fitted concentration of half-maximal effect.

SMILES	N370S GC	DT40 TDP1 CPT	FEN1 inh
COc1ccccc1OCc1nnc(SCC(=O)N2CCCCC2)o1	4%	8%	3%
O=C(C=Cc1cccc(O)c1)c1ccccc1O	.	?	11%
O=C(Nc1nc(-c2ccc(Cl)s2)cs1)c1ccccc1	.	?	-22%
COC(=O)CCC(=O)CN	10%	5%&-21%	4%
CC(NC(=O)c1cc2ccccc2o1)C(=O)O (stereo unspecified)	0%	11%	-2%
CCc1ccc(NC(=O)N(Cc2c[nH]c3ccccc23)C2CCCCC2)cc1	.	7.3µM*	1%
O=C(c1ccc(S(=O)(=O)N2CCOCC2)cc1)N1CCc2ccccc21	1%	-14%	-2%
CCOc1ccc(N(CC(=O)NCCOc2ccc(C)cc2)S(=O)(=O)c2ccccc2)cc1	1%	?	3%
O=c1cccccc1NN=C1CCCCCC1	15%	-2%	-6%
CC1CCCCN1C(=O)c1cc(S(=O)(=O)N2CCCCC2)c[nH]1 (stereo unspecified)	-12%	-20%	16%
Cc1cc(Cl)cc(C)c1OCC(=O)NC1CCCCCC1	.	?	10%
COc1cc(/C=N/NC(=O)NC2CCCCC2)cc(OC)c1O	7%	-19%	-1%
Cc1ccc(S(=O)(=O)Cc2ccc(C(=O)NC3CCCCCC3)o2)cc1	4%	?	4%
O=c1[nH]c2cc3c(cc2cc1C(c1nnnn1CC1CCCO1)N1CCCCCC1)OCCO3 (stereo unspecified)	0%	?	1%
CCc1ccc(C(=O)c2cnc3ccc(F)cc3c2S(=O)(=O)c2ccccc2)cc1	.	5.2µM*	-3%

Record cards, as listed above. Screens in order: N370S GC, DT40 TDP1 CPT, FEN1 inh
Shown for O=C(C=Cc1cccc(O)c1)c1ccccc1O = ., ?, 11%
Shown for Cc1cc(Cl)cc(C)c1OCC(=O)NC1CCCCCC1 = ., ?, 10%
Shown for COc1ccccc1OCc1nnc(SCC(=O)N2CCCCC2)o1 = 4%, 8%, 3%
Shown for CC(NC(=O)c1cc2ccccc2o1)C(=O)O (stereo unspecified) = 0%, 11%, -2%
Shown for Cc1ccc(S(=O)(=O)Cc2ccc(C(=O)NC3CCCCCC3)o2)cc1 = 4%, ?, 4%

The listing picks up, repeating the four entries before the break.
SMILES	N370S GC	DT40 TDP1 CPT	FEN1 inh
COc1cc(/C=N/NC(=O)NC2CCCCC2)cc(OC)c1O	7%	-19%	-1%
Cc1ccc(S(=O)(=O)Cc2ccc(C(=O)NC3CCCCCC3)o2)cc1	4%	?	4%
O=c1[nH]c2cc3c(cc2cc1C(c1nnnn1CC1CCCO1)N1CCCCCC1)OCCO3 (stereo unspecified)	0%	?	1%
CCc1ccc(C(=O)c2cnc3ccc(F)cc3c2S(=O)(=O)c2ccccc2)cc1	.	5.2µM*	-3%
O=C(NCCO)c1cccc(Nc2nc(-c3ccccc3)c3cc(Cl)ccc3n2)c1	-30%	?	1%
O=C(Nc1ccc(N2CCCC2)cc1)c1cc2ccccc2o1	-9%	-9%	-22%
CN(C)S(=O)(=O)c1cc(NC(=O)CN2CCOCC2)ccc1Cl	-2%	?	-5%
CCOC(=O)N1CCC(NC(=O)CN2C(=O)C(CC)Oc3ccc(C)cc32)CC1 (stereo unspecified)	4%	-3%	-9%
N#Cc1nc(-c2ccc(Cl)cc2)oc1NCC1CCCO1 (stereo unspecified)	?	-3%	-16%
COc1ccc(N2C(=O)/C(=C\c3ccco3)N=C2SCC(=O)NC(C)(C)C)cc1Cl	2%	?	-3%
O=S(=O)(c1ccc(-c2csc(=Nc3ccc(OC(F)(F)Cl)cc3)n2CCCO)cc1)N1CCCC1	.	2.9µM*	-7%
CCOC(=O)c1cc(-c2ccc(F)cc2)n(CC(=O)Nc2nccs2)c1C	.	-21%	-20%
CCN(CC)C(=O)CN1CCN(Cc2ccc3c(c2)OCO3)CC1	-12%	-1%	-3%
O=C1C=C(O)C(n2cncn2)C(c2ccc(F)cc2)C1 (stereo unspecified)	-11%	11%	3%
CC(=O)c1ccc(NC(=O)c2c(C)nn(-c3ccccc3)c2Cl)cc1	-13%	-13%	12%
CC(C)c1ccc2oc(-c3ccc(NC(=O)c4cc5ccccc5o4)cc3)nc2c1	.	-18%	-7%
COc1ccc(S(=O)(=O)N(C)CC(=O)N2CCN(C)CC2)cc1Cl	-6%	10%	-1%
COC(=O)c1ccccc1NC(=O)C1CCCN(S(=O)(=O)c2ccc(OC)cc2)C1 (stereo unspecified)	13%	18µM*	13%
O=C(CCN1CCN(c2ccccc2)CC1)N/N=C/c1ccc(O)c(O)c1O	21%	?	28µM*
CC[C@]12c3[nH]c4ccc(OC)cc4c3CCN1C(=O)C(CC(=O)NCCCN(C)C)C[C@@H]2C(=O)N1CCN(C(=O)C2CC2)CC1 (stereo partly specified)	.	7%	0%
COc1cc(CN2CCCCCC2)cc(Br)c1O	-5%	3%	13%
COc1ccc(-c2cn3nc(N4CCCC(C(=O)Nc5cc(C)ccc5C)C4)sc3n2)cc1 (stereo unspecified)	.	23µM*	-11%
O=C(N/N=C/c1ccc[nH]1)c1ccc([N+](=O)[O-])cc1	0%	-20%	10%
COC(=O)CCNS(=O)(=O)c1ccc2ccccc2c1	-9%	7%	-1%
COc1ccc2[nH]cc(CCNC(=O)C3CC(=O)N(c4ccc(Cl)cc4)C3)c2c1 (stereo unspecified)	-24%	-14%	-17%
CCC(C)NC(=O)C1CCC(=O)N1CCc1ccccc1 (stereo unspecified)	-9%	2%	7%
Cc1ccc(F)c(NC=C2C(=O)OC(C)(C)OC2=O)c1	5%[2.35 µM]	0%	-12%
COc1ccc(C2=NC(C)(C)N(CC(=O)Nc3cccc(C)c3)C2=O)cc1	.	4.6µM*	2%
NC(=O)CSc1ccc(S(=O)(=O)N2CCCCC2)cn1	.	-10%	-11%
O=C(NC(=S)NCCc1ccccc1)C1CCCCC1	5%	3%	-10%
Cc1ccnc(N2C(=O)CSC2c2ccc(Cl)cc2)c1 (stereo unspecified)	4%	-26%	0%
Cc1ccc(C(=O)NCc2ccccc2)cc1NC(=O)c1nsc2ccccc12	.	?	-7%
O=C(/C=C/c1ccc(S(=O)(=O)N2CCOCC2)cc1)NC(=S)NCCCn1ccnc1	-8%	?	8%
Cn1c(=O)c(CCc2ccccc2)nc2cncnc21	-3%	5%	.
CCc1ccccc1NC(=O)N[C@H](C(=O)O)C(C)CC (stereo partly specified)	-2%	?	-1%
O=C1CCN(Cc2ccc([N+](=O)[O-])cc2)CCN1CCO	-2%	2%&-3%	-14%&-1%
C=CCNC(=O)c1ccc2c(c1)S(=O)(=O)c1ccccc1C2=O	.	-16%	-6%
C=CCN=C(CC)C1=C(O)CCCC1=O	3%	0%	-1%
CCOC(=O)c1sc(=NC(=O)C2CC2)n(C)c1C	-14%	6%	0%
O=C(CN(C(=O)c1csnn1)c1cccc(F)c1)NCc1ccc2c(c1)OCO2	0%	-4%	-6%
Cc1cc2ccccc2n1CCNC(=O)c1cccc(Br)c1	.	21µM*	-23%
CCc1nnc2c(N3CCN(c4cccc(C)c4)C(C)C3)nc3ccccc3n12 (stereo unspecified)	.	21µM*	10%
CC(=O)c1ccc2noc(-c3ccccc3)c2c1	-6%	-9%	2%
C[C@H](CO)N1C[C@H](C)[C@@H](CN(C)S(=O)(=O)c2cn(C)cn2)Oc2c(NS(=O)(=O)c3ccccc3)cccc2C1=O	.	4%	0%
O=[N+]([O-])c1ccccc1N/N=C/c1cc2ccccc2nc1Cl	26%	4.1µM*	4%
COc1ccc(CN(C(=O)c2cc3ccccc3oc2=O)C2CCS(=O)(=O)C2)cc1OC (stereo unspecified)	1%	1%&6%	-9%&-19%
COc1cccc(N2CCN(Cc3nc4ccccc4c(=O)[nH]3)CC2)c1	2%	1%	-4%
O=C(N[C@@H](Cc1ccccc1)C(=O)O)c1c(F)c(F)c(F)c(F)c1F	5%	3%	1%
Cc1ccc(-c2nnc(NCc3nc4ccccc4[nH]3)c3ccccc23)cc1S(=O)(=O)N1CCOCC1	-16%	15µM*	0%
Cc1ccccc1CSc1cn(CC(=O)N2CCCC2)c2ccccc12	.	?	-19%
CC1OC(OC2C(Oc3c(-c4ccc(O)cc4)oc4cc(O)cc(O)c4c3=O)OC(COC3O[C@@H](C)[C@H](O)[C@@H](O)C3O)C(O)C2O)C(O)C(O)C1O (stereo partly specified)	-6%	-1%	-13%
CC(C)[C@H](NC(=O)c1cc2cc(Cl)ccc2n1C)C(=O)N[C@@H](C(=O)O)c1ccccc1	8%	-2%	14%
COC(=O)c1ccc(NC(=O)Cn2nc(-c3ccncc3)nc2SCC(=O)Nc2nccs2)cc1	-7%	-15%	-2%
Fc1ccc(CNc2nc(-c3ccco3)cc(C(F)(F)F)n2)cc1	1%	-24%	-25%
CCOC(=O)c1ccc(N2C(=O)C(O)=C(C(C)=O)C2c2ccccc2)cc1 (stereo unspecified)	1%	?	8%
Oc1cccc(O)c1	-4%&1%	6%&6%	.
Fc1cccc(CSc2ccc3nnc(-c4cccnc4)n3n2)c1	27%	?	0%
Cc1ccc(C(=O)c2ccccc2C(=O)OCC(=O)NC(=O)NC(C)(C)C)cc1	19%	-16%	-6%
CCCCNC(=O)CSc1nc2cc3c(cc2c(=O)n1CCCCCC(=O)NCCc1ccc(OC)c(OC)c1)OCO3	.	16%	-6%
CCOC(=O)C1=C(C)N(C)C(C)=C(C(=O)OCC)C1c1ccsc1	-11%	?	3%
COc1ccc(CNc2ncncc2-c2ccccc2Cl)c(OC)c1	-21%	-2%	.
Cc1ccccc1CSc1nc2cccnc2n1Cc1ccc(C(=O)NC2CC2)cc1	.	?	-8%
CC1(c2ccc(OC(F)F)cc2)NC(=O)N(CC(=O)NC2CCCC2)C1=O (stereo unspecified)	.	2%	-11%
Cc1cn2c(=O)cc(COC(=O)COc3ccccc3C)nc2s1	.	-5%	-6%
Next section.
SMILES	N370S GC	DT40 TDP1 CPT	FEN1 inh
N#Cc1cccc(C(=O)Nc2cccc(S(=O)(=O)N3CCCC3)c2)c1	-21%	-10%	10%
COc1cccc(CNS(=O)(=O)c2cccc(S(=O)(=O)N3CCOCC3)c2)c1	.	-4%	-2%
CCN1/C(=C/C=C/c2sc3ccccc3[n+]2CC)Sc2ccccc21	-11%	0.18µM*	3%
O=C(CSc1nc2[nH]ncc2c(=O)[nH]1)Nc1cccc(Cl)c1	1%	7%	-1%
COc1ccccc1NCN1C(=O)CCC1=O	-5%	?	-7%
COc1cc(/C=C/C(=O)c2c(O)cc(C)oc2=O)ccc1O	-8%	-3%[9.04 µM]	.
COc1ccc(-c2noc(CN(C)S(=O)(=O)c3ccccc3)n2)cc1OC	.	16µM*	-11%
O=C(O)c1cccc(CSc2nnc(COc3ccccc3)o2)c1	19%	-14%	2%
O=C1NC(=S)NC1=Cc1ccco1	.	5%	45µM*
CSc1ccc(-c2cccc([N+](=O)[O-])c2)nn1	-1%	16%	1%
CCOC(=O)c1c(C)[nH]c(C)c1C(=O)COC(=O)Cc1n[nH]c(=O)c2ccccc12	.	-14%	-5%
O=C(OCc1ccc(Cl)cc1)c1ccccc1C(=O)c1ccccc1	23%	-13%	-20%
O=C(Nc1nc2n(n1)C(c1ccc(Cl)cc1)CC(c1ccc(Cl)cc1)N2)c1ccco1 (stereo unspecified)	-15%	?	-10%
COC(=O)c1ccc(/C=N/NC(=O)CC(=O)NC(C)C)cc1	7%	-7%	-2%
COc1ccccc1-c1ccc(=O)n(CC(=O)Nc2ccc(C(=O)N3CCCC3)cc2)n1	6%	-2%	-15%
N#C/C(C(N)=O)=C1/CCc2ccccc2N1	-2%	?	-7%
COc1ccc(NC(=O)Cc2c(F)cccc2Cl)cc1	-1%	-23%	-1%
Cc1cc(C(=O)N2CCC(Cc3ccccc3)CC2)no1	-16%	-9%	-8%
CCOc1ccccc1NC(=O)Cn1c(=O)n(CCCC(=O)NCc2ccc(C)cc2)c(=O)c2ccccc21	.	?	13%
O=c1c(-c2ccccc2)nc2cnc(N3CCNCC3)nc2n1Cc1ccc(F)cc1	-12%	?	.
CCn1cc(C(=O)N2CCN(c3ccc(F)cc3)CC2)c(=O)c2cc(S(=O)(=O)N3CCOCC3)ccc21	.	-3%	5%
O=C(COC(=O)c1ccc(Br)o1)Nc1cccc(S(=O)(=O)N2CCOCC2)c1	.	-29%	-21%
Cc1cc(OCC(=O)NCC(c2cccs2)N2CCOCC2)ccc1C(C)C (stereo unspecified)	-14%	?	-17%
CC(C)(C)NCC(O)COc1ccccc1C(=O)CCc1ccccc1 (stereo unspecified)	-5%	16µM*	-3%
COCCn1c(SC2CCCCC2=O)nnc1-c1ccncc1 (stereo unspecified)	2%	-10%	8%
Cc1cccnc1NC(=S)Nc1ccc(Cl)c(Cl)c1	?	-11%	5%
Cc1cc(NC(=O)CSc2nnc(CNC(=O)c3ccccc3)o2)no1	-29%	-26%	0%
CCNc1ncc2nc(CCc3ccccc3)c(=O)n(CCOC)c2n1	21%	10%	.
O=C(CNC(=O)c1ccccc1F)OCn1nnc2ccccc2c1=O	.	-4%	-7%

These rows are one share of the data. The share of hits here may be higher or lower than overall.
